GPR151 activ – human GPR151 activation. Q8TDV0. PathHunter beta-arrestin GPR151 cells, luminescence. activation, % at 11.2 µM. 650,000 tested, 1% active. AID 1508602; in the data active = activation above about 4.9%;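 note: 0% = median of compound wells and 100% = cells with positive control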
FBW7 activator – human FBW7 E3 ligase activation, primary screen. AlphaScreen FBW7–phospho-cyclin E peptide binding, activator screen. normalized activity (activation), % at 26.1 µM. 650,000 tested, 0.13% active. AID 1259310; in the data active = normalized activity above about 1.9%;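 note: purified mutant Fbw7 with reduced substrate affinity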
Target sequence (Q969H0 whole entry, looked up): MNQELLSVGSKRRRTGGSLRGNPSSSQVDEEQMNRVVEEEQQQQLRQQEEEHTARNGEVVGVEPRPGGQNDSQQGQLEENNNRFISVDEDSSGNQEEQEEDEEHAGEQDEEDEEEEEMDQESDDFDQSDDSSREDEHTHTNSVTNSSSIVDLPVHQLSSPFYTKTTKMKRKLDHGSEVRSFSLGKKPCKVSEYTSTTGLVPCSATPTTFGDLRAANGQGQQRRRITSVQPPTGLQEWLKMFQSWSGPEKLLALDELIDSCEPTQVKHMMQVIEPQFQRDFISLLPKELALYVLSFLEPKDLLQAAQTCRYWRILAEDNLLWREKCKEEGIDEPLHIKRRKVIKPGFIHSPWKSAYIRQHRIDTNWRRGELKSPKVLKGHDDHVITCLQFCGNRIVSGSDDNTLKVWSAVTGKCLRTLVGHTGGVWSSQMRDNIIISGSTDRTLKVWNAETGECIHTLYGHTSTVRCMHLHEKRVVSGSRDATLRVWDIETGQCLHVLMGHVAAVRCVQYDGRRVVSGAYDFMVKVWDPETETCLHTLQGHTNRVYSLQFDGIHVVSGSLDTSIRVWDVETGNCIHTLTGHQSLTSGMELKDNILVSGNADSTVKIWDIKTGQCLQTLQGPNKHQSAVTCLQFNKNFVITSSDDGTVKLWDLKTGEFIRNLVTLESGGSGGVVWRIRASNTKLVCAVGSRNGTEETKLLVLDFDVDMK
TEAD-YAP block – TEAD-YAP interaction inhibition. inhibition, % at 9.12 µM. HEK-TIYL cells, TEAD-Gal4/YAP UAS-luciferase luminescence. 640,000 tested, 1.4% active; in the data active = inhibition above about 32%;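 note: 0% = median of test compound wells and 100% = reference inhibitor wells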
MITF primary – human MITF inhibition, primary screen; O75030; AlphaScreen MITF homodimerization, bead proximity signal; inhibition, % at 2.6 µM; 650,000 tested, 0.91% active; AID 1259374; in the data active = inhibition above about 50%;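 note: 0% = vehicle wells with protein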
* = called active by the depositor.

canonical_smiles,FBW7 activator,MITF primary,GPR151 activ,TEAD-YAP block
CCOC(=O)c1cc2c(N)c(C(=O)c3ccccc3Cl)sc2[nH]c1=O,-0.1,18,0.7,2
CCOc1ccc2nc(N3CCCN(Cc4ccc5c(c4)OCCO5)CC3)nc(C)c2c1,0.6,-12,-1.3,5
COc1ccc(C[C@@H]2NC(=O)[C@H]3CN(Cc4ccc(F)c(F)c4)CCN3C2=O)cc1,0.0,-10,0.0,13
CC1CCC(NC(=O)CCC(=O)Nc2nc(-c3cc4ccccc4oc3=O)cs2)CC1 (stereo unspecified),0.1,5,-1.2,-14
O=C(Oc1ccccc1/C=N/n1cnnc1)c1cccnc1,0.0,1,-1.3,-2
CN1CCN(C(=O)c2cn(-c3ccc(Cl)cc3)c(=O)c3ccccc23)CC1,0.1,-5,1.2,7
CCOC(=O)c1ccc(NC(=O)C2CCC(C(C)(C)C)CC2)cc1 (stereo unspecified),0.0,8,-1.5,11
C/C(=N\NC(=O)c1cc(Br)ccc1O)c1ccc(Cl)cc1,-0.2,-1,-1.3,-26
CCc1ccc(N(CC(=O)NC2CCCC2)C(=O)CCC(=O)Nc2ccccn2)cc1,-0.3,-2,-1.2,-9
CCN1/C(=C/c2cc[n+](-c3ccc(Cl)cc3)cc2)C=Cc2ccccc21,-1.5,28,1.0,91*
CCCn1cnc2sc(C(=O)NC3CCCCC3)c(C)c2c1=O,0.0,18,0.3,3
COc1ccc(-c2cc3nc4c(c(N5CCC(O)CC5)n3n2)CCCC4)cc1,0.1,-3,0.8,38*
O=C1CCC(N2CCN(C(=O)c3cccs3)CC2)CCN1Cc1ccc(Cl)cc1 (stereo unspecified),1.5,6,0.8,5
COc1ccc(NS(=O)(=O)c2ccc(NC(=O)COc3ccc(C)cc3)cc2)cc1,0.0,2,-2.5,-6
CSc1nc2c(c(=O)[nH]1)C(c1cccnc1)C(C(=O)OC(C)C)=C(C)N2 (stereo unspecified),-0.2,13,-0.3,-1
O=C(O)CNS(=O)(=O)c1ccc2c(c1)NC(=O)CS2,0.8,18,-1.1,6
COc1ccc(NC(=S)N(Cc2ccc(N(C)C)cc2)Cc2ccco2)cc1,-0.1,10,0.5,4
O=C(CCN1C(=O)C2C3C=CC(C3)C2C1=O)Nc1nncs1 (stereo unspecified),0.1,11,0.0,3
COc1ccccc1CNC(=O)CSc1nn2c(=O)c(C(C)(C)C)nnc2s1,-0.1,8,0.9,3
O=c1c2cn[nH]c2[nH]c(=S)n1-c1ccccc1F,0.2,14,-0.2,8
CCOC(=O)C1=C(C)N=c2s/c(=C\c3ccc(Cl)cc3Cl)c(=O)n2C1c1ccc(N(C)C)cc1 (stereo unspecified),0.0,2,0.2,3
O=C(CSc1nc(N2CCOCC2)nc(N2CCOCC2)n1)c1ccc([N+](=O)[O-])cc1,-0.1,8,-0.9,6
CCOC(=O)C1=C(C)N=c2s/c(=C/c3cn(C)c4ccccc34)c(=O)n2C1c1ccc(Cl)cc1 (stereo unspecified),0.1,8,0.0,-11
CCOC(=O)c1sc2nc(SCc3ccccc3C)n(CCc3ccccc3)c(=O)c2c1C,0.1,11,-0.1,-20
COc1cc(/C=C(\CC(=O)O)c2nc3ccccc3s2)ccc1OCC#N,-0.1,-4,-0.5,-8
COc1cccc(C(=O)C2CCCN(C3CCN(Cc4ccco4)CC3)C2)c1 (stereo unspecified),-0.1,1,-0.4,4
O=C(Nc1ccccc1Cl)/C(=C/c1cccc([N+](=O)[O-])c1)NC(=O)C1CCCCC1,-0.2,6,0.0,6
Nc1c(C(=O)NCCNC(=O)c2nnn(-c3cccc(C(F)(F)F)c3)c2N)nnn1-c1cccc(C(F)(F)F)c1,0.0,-11,-0.5,7
Cn1ccc(CC(=O)N2CCC[C@@H]3CN(Cc4cccs4)CC[C@H]32)c1,0.1,9,-0.3,13
C/C(=C\c1nsc(Nc2ccc(Cl)c(Cl)c2)n1)NC(C)C,0.0,3,-0.8,-6
O=C(NCc1ccccn1)C1CCCN(c2nnc(N3CCCC3=O)s2)C1 (stereo unspecified),0.2,14,-1.4,-6
CCc1ccccc1-n1c(SCC(=O)N2CCCC2)nc2[nH]ncc2c1=O,-0.1,10,-0.8,-10
CC12C=CC3(O1)C(C(=O)N(C(C)(C)C)C3C(=O)NC1CCCCC1)C2C(=O)Nc1ccc(Cl)c(Cl)c1 (stereo unspecified),-0.1,3,0.7,-7
CN1C(=O)c2ccccc2S12OC(=O)c1cccc3cccc2c13 (stereo unspecified),-0.2,1,-0.3,5
CCCCn1nc(CC(=O)OCC)c2ccccc2c1=O,0.2,16,-0.9,-10
Cn1nc(CC(=O)NCC2COc3ccccc3O2)c2ccccc2c1=O (stereo unspecified),0.1,11,0.0,36*
CC(C)(C)C(=O)CN1C2=NCCCN2c2ccccc21,-0.1,-2,1.0,0
O=[N+]([O-])c1cc(C(F)(F)F)ccc1NS(=O)(=O)c1ccccc1,0.2,22,0.4,-2
CCCCC/C=C\CC(O)/C=C/c1cccc(CC(O)CCCCO)n1 (stereo unspecified),0.2,8,-1.0,-7
COc1ccc(C(C)NC(C)=O)cc1OC (stereo unspecified),0.0,-2,-0.3,-10
N#Cc1ccsc1NC(=O)C(c1ccccc1)c1ccccc1,0.3,8,1.8,-2
CC1CCCN(CCCN2C(=O)C3C(C(=O)Nc4cc(Cl)cc(Cl)c4)C4C=CC3(O4)C2C(=O)NC2CCCCC2)C1 (stereo unspecified),0.1,10,-0.8,-3
COc1ccc(-n2c(=S)[nH]c3cc(C(=O)Nc4ccc(F)cc4)ccc3c2=O)cc1OC,0.0,13,0.8,2
CCOc1ccc(-c2ccc(OCCNC(=O)c3cc(OC)cc(OC)c3)nn2)cc1,0.0,1,3.1,-15
COc1cccc2c1OC1(CCN(C(=O)Nc3cccc(C)c3)CC1)OC2,0.1,-2,-0.2,-4
COc1ccc(CCn2c(SCC(=O)NC3CCCCC3)nc3ccsc3c2=O)cc1OC,-0.1,5,1.4,-11
CCC(=O)N1CCc2cc(S(=O)(=O)NC(C)c3ccccc3)ccc21 (stereo unspecified),0.3,0,0.4,5
O=C(NC1CC1)c1ccccc1I,0.0,4,-0.4,-1
COC(=O)c1cc(Br)ccc1NC(=O)c1ccncc1,0.1,6,-0.7,6
CC(CC(=O)N1CCN(Cc2ccccc2)CC1)c1ccccc1 (stereo unspecified),-0.1,11,2.4,7
CC1=CC(C)(C)N(C(=O)Nc2ccc(Cl)c(Cl)c2)c2cc(C)ccc21,0.2,14,0.7,10
O=C(c1ccc2c(=O)n(Cc3ccc4c(c3)OCO4)c(=S)[nH]c2c1)N1CCc2ccccc21,-0.1,-2,-0.6,-3
COCCNC(=O)c1nn(-c2ccccc2OC)c(=O)c2ccccc12,0.5,0,0.5,12
COc1ccc(OC)c(-c2cc(C(=O)NCc3ccco3)no2)c1,-0.1,11,0.1,-10
C/C(=N\NC(=O)c1ccncc1)c1ccccc1,-0.1,1,0.0,-5
O=C(COC(=O)c1c(F)cccc1Cl)NC(=O)Nc1ccc2c(c1)OCCO2,-0.1,6,-0.4,-6
COc1cccc(OC)c1NC(=O)CN1CCN(C)CC1,0.8,17,2.2,3
Cc1ccc(SCC(=O)NCCSC(C)(C)C)cc1,-0.1,8,1.5,-23
Cc1ccc(Nc2nnc(SCC(=O)N(C(C)C)C(C)C)s2)cc1C,0.0,40,1.3,-5
NNC(=O)c1nc(NN)c(Cl)c(N)c1Cl,-0.8,8,-0.9,-7

Reprinted at random: 6 compounds from above.
canonical_smiles,FBW7 activator,MITF primary,GPR151 activ,TEAD-YAP block
N#Cc1ccsc1NC(=O)C(c1ccccc1)c1ccccc1,0.3,8,1.8,-2
C/C(=N\NC(=O)c1cc(Br)ccc1O)c1ccc(Cl)cc1,-0.2,-1,-1.3,-26
CCOC(=O)C1=C(C)N=c2s/c(=C/c3cn(C)c4ccccc34)c(=O)n2C1c1ccc(Cl)cc1 (stereo unspecified),0.1,8,0.0,-11
Cn1ccc(CC(=O)N2CCC[C@@H]3CN(Cc4cccs4)CC[C@H]32)c1,0.1,9,-0.3,13
Cc1ccc(Nc2nnc(SCC(=O)N(C(C)C)C(C)C)s2)cc1C,0.0,40,1.3,-5
O=C(COC(=O)c1c(F)cccc1Cl)NC(=O)Nc1ccc2c(c1)OCCO2,-0.1,6,-0.4,-6

Next section
canonical_smiles,FBW7 activator,MITF primary,GPR151 activ,TEAD-YAP block
O=C(NCc1ccc2c(c1)OCO2)C1CCCN(c2c3c(nc4ncnn24)CCC3)C1 (stereo unspecified),0.0,16,-0.3,3
Cc1ccc(NC(=O)N2CCOCC2)c(C)c1,-0.2,5,1.8,7
O=C(CC1SCCNC1=O)Nc1ccc(Oc2ccccc2)cc1 (stereo unspecified),0.1,18,-0.9,-15
CN(C)c1nc2c(c(=O)n(C)c(=O)n2C)n1CC(O)COc1ccccc1 (stereo unspecified),-0.1,-8,0.0,-6
CCCCOC(=O)C1=C(C)NC2=C(C(=O)CCC2)C1c1ccccc1Cl (stereo unspecified),0.0,-2,0.8,16
CCOc1ccc(Oc2cc(NC(=O)c3cc4nc(-c5ccc6c(c5)OCO6)cc(C(F)(F)F)n4n3)cc([N+](=O)[O-])c2)cc1,0.0,8,-0.1,6
O=C(NCCCS(=O)(=O)N1CCN(c2ncccn2)CC1)C(c1ccccc1)c1ccccc1,-0.1,-1,1.1,1
O=C(CSc1ccc2nnc(-c3ccncc3)n2n1)Nc1ccc(Cl)c(Cl)c1,0.0,-6,1.4,0
CC(CC(F)(F)F)N1CCC(Oc2cccc(C(=O)NCc3ccccc3)c2)CC1 (stereo unspecified),0.0,11,-2.2,12
O=Cc1ccccc1OCCCCOc1ccccc1C=O,0.0,-13,0.7,-6
CCN(CC)c1nc(Nc2cc(OC)c(OC)c(OC)c2)nc(Nc2cc(OC)c(OC)c(OC)c2)n1,0.3,5,2.4,11
CC(=O)N(NC(=O)C(O)(c1cccc(C)c1)c1cccc(C)c1)c1ccccn1,0.8,-16,0.8,1
O=C(CCC(=O)NC1CCS(=O)(=O)C1)NC1CCS(=O)(=O)C1 (stereo unspecified),0.0,-11,1.3,5
CC1(C)CC(=O)C(C=NCCN2CCN(C3OC(=O)c4ccccc43)CC2)=C(O)C1 (stereo unspecified),-0.1,-22,-0.1,3
CC(C)c1ccc(N2C(=O)NC(=O)/C(=C/c3ccc(O)c(O)c3)C2=O)cc1,0.2,-34,-1.1,11
CCOc1ccc(-n2c(O)c(C=NCCc3c[nH]c4ccccc34)c(=O)[nH]c2=O)cc1,0.2,12,-0.3,1
CCc1ccccc1NC(=O)C1COc2ccccc2O1 (stereo unspecified),-0.1,6,2.1,-15
CCC(C)(C)n1nnnc1C(c1ccc(OC)cc1)N1CCC(C)CC1 (stereo unspecified),0.0,2,1.0,4
CC1CN(CC(=O)NCc2nc3ccccc3c(=O)[nH]2)Cc2ccccc2O1 (stereo unspecified),0.2,11,0.1,2
COCCNC(=O)c1c[nH]c2ccc(S(=O)(=O)N3CCC(C)CC3)cc2c1=O,0.0,5,-1.3,11
CC(=O)c1ccccc1OCCSc1nnc2nc(C)cc(C)n12,0.3,13,1.8,-5
COc1ccc(S(=O)(=O)N(CC(=O)Nc2ccccc2Br)Cc2ccccc2)cc1,0.1,-1,0.2,-7
Cc1nonc1OCCN1CCN(c2ccc([N+](=O)[O-])cc2[N+](=O)[O-])CC1,-0.2,9,1.7,3
c1ccc(OCCNc2nc(N3CCN(c4ccccn4)CC3)nc3c2ncn3-c2ccsc2)cc1,0.0,-1,-1.0,6
OCCNc1nc(-c2csc3ccccc23)nc2nc[nH]c12,-0.1,2,-0.8,-11
O=C(NCc1cccc(C(F)(F)F)c1)C1CCN(c2ccc(Nc3ccccc3)nn2)CC1,-0.1,1,0.7,-1
FC(F)(F)c1ccc(-c2noc(-c3ccccc3Br)n2)cc1,0.0,-3,-0.5,-5
O=C(N/N=C\c1cc(Br)cc([N+](=O)[O-])c1O)c1ccc([N+](=O)[O-])cc1,-0.1,12,-0.9,8
Cc1nc(N2CC(C)CC(C)C2)c2c(C)c(C)sc2n1 (stereo unspecified),-0.1,-6,1.5,-2
O=C(Nc1cc2ccccc2cc1NC(=O)c1ccc(S(=O)(=O)N2CCCCC2)cc1)c1ccc(S(=O)(=O)N2CCCCC2)cc1,0.0,2,-0.4,1

Of the compounds above, these contain a COOH group.
canonical_smiles,FBW7 activator,MITF primary,GPR151 activ,TEAD-YAP block
O=C(O)CNS(=O)(=O)c1ccc2c(c1)NC(=O)CS2,0.8,18,-1.1,6
COc1cc(/C=C(\CC(=O)O)c2nc3ccccc3s2)ccc1OCC#N,-0.1,-4,-0.5,-8

Additional compounds:
canonical_smiles,FBW7 activator,MITF primary,GPR151 activ,TEAD-YAP block
O=c1[nH]cnc2c1sc1cccc(F)c12,0.0,0,-0.8,1
OCC1CCN(C2CCCN(Cc3ccc(C#Cc4cncnc4)cc3)C2)CC1 (stereo unspecified),0.5,12,-0.6,16
Cc1cc(NC(=O)CN2C(=O)NC(Cc3ccccc3)C2=O)no1 (stereo unspecified),0.5,15,-1.5,-7
COc1ccc(C(=O)NNS(=O)(=O)c2ccc(C)cc2)cc1,0.0,1,0.2,10
